S1P4 agonist: agonists of human S1P4 receptor. S1P4-expressing cell line, agonist reporter assay. AID 1509. 220,000 compounds, 0.35% hits. O95977. activation, % at 4.98 µM; in the data active means activation above about 11%;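 further: 0% = DMSO vehicle and 100% = reference agonist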
Target sequence (O95977 whole entry, looked up): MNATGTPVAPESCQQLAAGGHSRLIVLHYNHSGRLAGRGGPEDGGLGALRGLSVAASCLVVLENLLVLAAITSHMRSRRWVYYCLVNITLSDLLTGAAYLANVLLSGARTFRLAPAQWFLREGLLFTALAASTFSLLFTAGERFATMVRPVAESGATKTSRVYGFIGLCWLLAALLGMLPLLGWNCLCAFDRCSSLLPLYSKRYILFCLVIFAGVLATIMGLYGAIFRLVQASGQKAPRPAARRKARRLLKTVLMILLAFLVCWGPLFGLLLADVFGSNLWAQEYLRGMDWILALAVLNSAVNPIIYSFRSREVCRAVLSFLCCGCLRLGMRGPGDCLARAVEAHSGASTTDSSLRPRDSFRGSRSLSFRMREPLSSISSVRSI
Ba/F3 V617F tox: loss of viability in JAK2V617F-driven Ba/F3 cells; Ba/F3 EpoR-JAK2V617F viability, ATP luminescence; inhibition, % at 5.6 µM; 220,000 compounds, 1.1% hits;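 active means inhibition above the campaign mean plus 3 SD over all tested compounds, cut at about 24% in these data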;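 further: cytokine-independent growth of Ba/F3 cells driven by EpoR plus mutant JAK2; 0% = DMSO-treated cells and 100% = JAK inhibitor I control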
NPY-Y2 PAM-ag: potentiators or agonists of human neuropeptide Y receptor Y2. P49146. cells expressing NPY-Y2, potentiator/agonist read-out. activation, % at 3.6 µM. 220,000 compounds, 0.45% hits. AID 1359; in the data active means activation above about 27%;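 further: cells stimulated with NPY near EC25 plus isoproterenol at EC100; 0% = vehicle plus submaximal agonist and 100% = vehicle plus saturating agonist; some results beyond the cut were filed as inactive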
Wee1 stabilizer: human Wee1 degradation inhibition, primary screen. AID 1321. HeLa Luc-Wee1K328M stability, luciferase luminescence; 100% = proteasome inhibitor MG132 effect. 220,000 compounds, 1.2% hits. reporter increase, % at 5 µM;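 active means activation above the mean of all tested compounds plus 3 SD, set per screening run, cut at about 8.8% in these data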;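 further: cells exposed to compound for 20 h before luminescence read; 0% = DMSO alone and 100% = MG132 at 30 µM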
BaF3 tox: counter-screen for JAK2V617F inhibitors: parental Ba/F3 viability inhibitors | inhibition, % at 5.6 µM | 220,000 compounds, 1.1% hits | CellTiter-Glo ATP luminescence | AID 1486;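 active means inhibition above a per-campaign cutoff, the mean inhibition of all tested compounds plus 3 SD, cut at about 27% in these data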;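 further: 0% = DMSO wells and 100% = JAK Inhibitor I control wells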
eIF4E-4G inh: eIF4E/eIF4G interaction inhibition in translation initiation. inhibition, % at 21.7 µM. 220,000 compounds, 0.37% hits. P63073+Q04637. TR-FRET eIF4E-eIF4GI(517-606) binding, 2 h;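 active means inhibition above about 30%, limit read from the data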;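 further: 0% = full FRET control wells and 100% = background wells lacking eIF4GI fragment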
PERK inh: inhibitors of human PERK kinase; AID 1416; 220,000 compounds, 0.17% hits; CHO PERK-DD fusion, SEAP luminescence translation reporter; inhibition, % at 5.6 µM; Q9NZJ5;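 active means inhibition above the mean inhibition of all tested compounds plus 3 SD, set separately per screening campaign, cut at about 2.9% in these data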;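 further: PERK kinase domain activated by AP20187 dimerizer at 100 nM; 0% = DMSO with dimerizer and 100% = rapamycin at 8.4 µM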
Mdm2 ligase inh: Mdm2 E3 ligase (human) inhibition; Q00987; cell-based MDM2 ubiquitination luciferase reporter, 2 h; 0 = plate control, 100 = twice control, blank-subtracted; signal enhancement, % at 5 µM; 210,000 compounds, 0.11% hits; AID 1230;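 active means signal enhancement of 30% or more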;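 further: luminescence tracks abundance of the self-degrading MDM2-luciferase fusion protein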
Target sequence (Q00987 whole entry, looked up, the tested form may be a part): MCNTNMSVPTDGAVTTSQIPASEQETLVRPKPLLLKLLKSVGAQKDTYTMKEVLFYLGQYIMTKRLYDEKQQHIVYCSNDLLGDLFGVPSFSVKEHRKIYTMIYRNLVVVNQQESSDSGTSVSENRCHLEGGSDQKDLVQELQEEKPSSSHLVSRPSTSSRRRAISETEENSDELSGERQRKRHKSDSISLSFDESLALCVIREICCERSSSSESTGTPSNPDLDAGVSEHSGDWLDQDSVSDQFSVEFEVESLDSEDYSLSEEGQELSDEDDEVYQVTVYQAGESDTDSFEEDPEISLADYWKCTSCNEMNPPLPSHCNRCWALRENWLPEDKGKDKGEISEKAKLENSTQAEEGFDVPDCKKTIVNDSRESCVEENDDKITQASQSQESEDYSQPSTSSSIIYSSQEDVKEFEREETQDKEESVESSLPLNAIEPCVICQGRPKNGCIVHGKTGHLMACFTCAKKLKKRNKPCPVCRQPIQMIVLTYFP
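Assay system: stable mammalian line carrying autodegrading MDM2–luciferase fusion reporter; amount: 2000 cells seeded into each well; buffer or medium: DMEM; benchmarks: plate control and blank wells; signal: luciferase luminescence; timing: 2 h compound exposure at 37 °C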
S1P4 antagonist: antagonists of human S1P4 receptor. 220,000 compounds, 0.26% hits. S1P4-expressing cells, antagonist mode, reporter read-out. inhibition, % at 4.98 µM. AID 1510; in the data active means inhibition above about 29%;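 further: 0% = wells stimulated with agonist and 100% = vehicle wells without agonist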
Active calls of the source: *; [ ] = dose if it differs, or a comment. Rows are unselected; overall some 4.1% were active at least once.

Screening CN(c1nnc(N)s1)C1CCCCC1 returned S1P4 agonist 0.9, Ba/F3 V617F tox -2.4, NPY-Y2 PAM-ag 12.3, Wee1 stabilizer 1.6, BaF3 tox 6.3, eIF4E-4G inh 5.8[fluorescence artefact?], PERK inh 1.3 and S1P4 antagonist -2.5.
Cc1ccc2c(c1)C1CN(C)CCC1N2C(=O)COc1ccc(N(C)C(=O)c2ccccc2)cc1 (centres undefined) was read as S1P4 agonist 1.1, Ba/F3 V617F tox -5.3, NPY-Y2 PAM-ag 7.5, Wee1 stabilizer -1.1, BaF3 tox 2.5, eIF4E-4G inh -2.1, PERK inh -0.2, Mdm2 ligase inh -6.3 and S1P4 antagonist -21.8.
Screening Cc1cc(NC(=O)CSCc2nc(-c3cccc(F)c3)oc2C)no1 returned S1P4 agonist -1.0, Ba/F3 V617F tox 0.0, NPY-Y2 PAM-ag 2.0, Wee1 stabilizer 4.1, BaF3 tox 0.4, eIF4E-4G inh 2.1, PERK inh -0.2, Mdm2 ligase inh -9.1 and S1P4 antagonist -8.1.
Screening CCn1nc(C)c(/C=N/NC(=O)Cn2nccc2C)c1C returned S1P4 agonist 0.9, Ba/F3 V617F tox -2.6, NPY-Y2 PAM-ag 1.4, Wee1 stabilizer -0.2, BaF3 tox 0.7, eIF4E-4G inh -0.1, PERK inh 0.0 and S1P4 antagonist -9.7.
O=C(c1ccc([N+](=O)[O-])c(CS(=O)(=O)c2ccc(Cl)cc2)c1)N1CCCC1 was read as S1P4 agonist -1.4, Ba/F3 V617F tox -3.3, NPY-Y2 PAM-ag -3.8, Wee1 stabilizer -3.2, BaF3 tox 0.1, eIF4E-4G inh -4.9, PERK inh 0.4, Mdm2 ligase inh 8.1 and S1P4 antagonist -0.3.
`CC(=O)c1ccc(NC(=O)c2ccc(C)c(Br)c2)cc1` gave S1P4 agonist 0.8, Ba/F3 V617F tox -4.1, NPY-Y2 PAM-ag -13.3, Wee1 stabilizer 4.3, BaF3 tox 5.0, eIF4E-4G inh 3.9, PERK inh 0.6, Mdm2 ligase inh -6.2 and S1P4 antagonist 13.4.
COc1ccc(Cl)cc1NC(=O)C(=O)NC1CCCCCC1 was read as S1P4 agonist -1.5, Ba/F3 V617F tox 6.4, NPY-Y2 PAM-ag -14.4, Wee1 stabilizer 3.3, BaF3 tox 9.9, eIF4E-4G inh -9.7, PERK inh -1.1, Mdm2 ligase inh 1.6 and S1P4 antagonist -11.8.
`Cc1ccc(C)c(-n2ccnc2SCC(N)=O)c1` gave S1P4 agonist 0.4, Ba/F3 V617F tox -1.3, NPY-Y2 PAM-ag 2.5, Wee1 stabilizer 1.2, BaF3 tox 3.2, eIF4E-4G inh -6.9, PERK inh 1.4, Mdm2 ligase inh -7.6 and S1P4 antagonist 2.6.
`O=C(NNC(=O)C1CCN(Cc2ccc(F)cc2Cl)CC1)Nc1ccc([N+](=O)[O-])cc1` gave S1P4 agonist -0.1, Ba/F3 V617F tox -2.0, NPY-Y2 PAM-ag 17.3, Wee1 stabilizer -0.3, BaF3 tox 1.4, eIF4E-4G inh 5.6, PERK inh 0.4, Mdm2 ligase inh 5.5 and S1P4 antagonist -2.1.
For CN(C)S(=O)(=O)c1cccc(NC(=O)COC(=O)CCSc2ccc(Cl)cc2)c1 the results were S1P4 agonist 1.8, Ba/F3 V617F tox 2.0, NPY-Y2 PAM-ag -6.8, Wee1 stabilizer -0.6, BaF3 tox 5.4, eIF4E-4G inh 2.2, PERK inh 1.0, Mdm2 ligase inh -1.5 and S1P4 antagonist -10.6.
For COc1ccc(-n2cc(CNCCN3CCOC3=O)c(-c3ccccc3Cl)n2)cc1 the results were S1P4 agonist 0.4, Ba/F3 V617F tox 4.2, NPY-Y2 PAM-ag 1.4, Wee1 stabilizer 0.3, BaF3 tox 0.0, eIF4E-4G inh 0.0, PERK inh -2.1, Mdm2 ligase inh -16.9 and S1P4 antagonist -2.7.
COc1ccc(Cl)cc1N(CC(=O)N/N=C/c1ccc(OCC(N)=O)cc1)S(C)(=O)=O was read as S1P4 agonist 0.8, Ba/F3 V617F tox -0.9, NPY-Y2 PAM-ag 4.7, Wee1 stabilizer 0.5, BaF3 tox 2.4, eIF4E-4G inh -2.1, PERK inh 1.4, Mdm2 ligase inh -4.0 and S1P4 antagonist -3.5.
`Cc1ccc(NC(=O)C(NS(=O)(=O)c2cccc3nsnc23)C(C)C)nc1` (centres undefined) gave S1P4 agonist -1.4, Ba/F3 V617F tox 3.1, NPY-Y2 PAM-ag -8.5, Wee1 stabilizer -1.5, BaF3 tox 4.6, eIF4E-4G inh -3.9, PERK inh -0.7, Mdm2 ligase inh -14.4 and S1P4 antagonist 2.3.
`S=C1CCC(c2ccc(Cl)cc2)=NN1c1ccccc1` gave S1P4 agonist 1.7, Ba/F3 V617F tox -0.4, NPY-Y2 PAM-ag -26.9, Wee1 stabilizer 6.6, BaF3 tox 0.7, eIF4E-4G inh -3.5, PERK inh 0.3, Mdm2 ligase inh -12.1 and S1P4 antagonist 3.5.
For C=CCN1C(=O)C(O)(CC(=O)c2ccc(Cl)cc2)c2ccccc21 (centres undefined) the results were S1P4 agonist -1.2, Ba/F3 V617F tox -3.2, NPY-Y2 PAM-ag -4.0, Wee1 stabilizer 3.8, BaF3 tox 4.5, eIF4E-4G inh 0.6, PERK inh -0.9, Mdm2 ligase inh -17.8 and S1P4 antagonist -3.0.
COC(=O)Cn1cc(/C=N/NC(=O)c2ccc(C#N)cc2F)c2ccccc21 was read as S1P4 agonist -2.6, Ba/F3 V617F tox -4.1, NPY-Y2 PAM-ag 0.5, Wee1 stabilizer -1.7, BaF3 tox 2.2, eIF4E-4G inh -1.4, PERK inh 0.1, Mdm2 ligase inh 5.7 and S1P4 antagonist -15.8.
`COc1cc(Cl)cc(/C=N/NC(N)=O)c1O` gave S1P4 agonist 1.8, Ba/F3 V617F tox -0.5, NPY-Y2 PAM-ag -4.5, Wee1 stabilizer -1.2, BaF3 tox 4.3, eIF4E-4G inh 1.6, PERK inh 0.6, Mdm2 ligase inh -7.9 and S1P4 antagonist -19.5.
COc1ccc(NC(=S)NCCCN2CCOCC2)cc1 was read as S1P4 agonist 0.6, Ba/F3 V617F tox -0.6, NPY-Y2 PAM-ag 3.7, Wee1 stabilizer -0.6, BaF3 tox -3.2, eIF4E-4G inh -1.1, PERK inh 0.4, Mdm2 ligase inh -8.5 and S1P4 antagonist -0.6.
`COc1ccc(N2C(=S)N(C(=O)c3ccccc3)C(=Nc3ccccc3)C2=Nc2ccccc2)cc1` gave S1P4 agonist -1.4, Ba/F3 V617F tox -1.6, NPY-Y2 PAM-ag -10.1, Wee1 stabilizer 1.9, BaF3 tox 2.9, PERK inh 1.6 and S1P4 antagonist -6.3.
`Cc1c(NC(=O)C2CCCN2S(=O)(=O)c2ccc(Cl)cc2)c(=O)n(-c2ccccc2)n1C` (centres undefined) gave S1P4 agonist -0.4, Ba/F3 V617F tox -1.0, NPY-Y2 PAM-ag -5.5, Wee1 stabilizer -0.1, BaF3 tox 0.4, eIF4E-4G inh 3.5, PERK inh -0.2, Mdm2 ligase inh -10.6 and S1P4 antagonist -7.3.
Screening N#Cc1c(NC(=S)NC(=O)c2ccccc2)sc2c1CCN(CCc1ccccc1)C2 returned S1P4 agonist 2.7, Ba/F3 V617F tox 4.0, NPY-Y2 PAM-ag 1.2, Wee1 stabilizer -0.7, BaF3 tox 7.7, eIF4E-4G inh -9.7, PERK inh -0.3, Mdm2 ligase inh -2.0 and S1P4 antagonist -6.5.
CC(C)NC(=O)C12CC3CC(C1)CC(C(=O)NC(C)C)(C3)C2 was read as S1P4 agonist -1.9, Ba/F3 V617F tox 3.4, NPY-Y2 PAM-ag 5.5, Wee1 stabilizer -1.4, BaF3 tox 3.0, eIF4E-4G inh 7.6, PERK inh -1.2, Mdm2 ligase inh -5.9 and S1P4 antagonist -0.3.
COc1ccc(NC(=O)Nc2ccc(OC)c(OC)c2)c([N+](=O)[O-])c1 was read as S1P4 agonist 3.3, Ba/F3 V617F tox -3.4, NPY-Y2 PAM-ag 1.3, Wee1 stabilizer 4.0, BaF3 tox 3.1, eIF4E-4G inh -0.7, PERK inh 1.0, Mdm2 ligase inh 1.2 and S1P4 antagonist 3.9.
Cc1cc2c(cc1[N+](=O)[O-])NC(CNC(C)C)CC2 (centres undefined) was read as S1P4 agonist -1.1, Ba/F3 V617F tox 2.7, NPY-Y2 PAM-ag -12.0, Wee1 stabilizer -1.3, BaF3 tox -2.5, eIF4E-4G inh -3.9, PERK inh 0.8 and S1P4 antagonist -7.1.
Cc1nc(-c2cccc(NC(=O)c3cc4cc(Br)ccc4oc3=O)c2)cs1 was read as S1P4 agonist -1.0, Ba/F3 V617F tox -2.5, NPY-Y2 PAM-ag 7.3, Wee1 stabilizer -2.6, BaF3 tox 4.8, eIF4E-4G inh -26.4[fluorescence artefact?], PERK inh 0.4, Mdm2 ligase inh -10.1 and S1P4 antagonist -14.0.
For COc1ccc(CCNC(=O)C2CCN(Cc3nc(-c4ccccc4C)oc3C)CC2)cc1OC the results were S1P4 agonist -0.9, Ba/F3 V617F tox -2.6, NPY-Y2 PAM-ag 8.9, Wee1 stabilizer -1.1, BaF3 tox 2.1, eIF4E-4G inh 0.9, PERK inh -1.0, Mdm2 ligase inh -11.9 and S1P4 antagonist -5.5.
`O=C(O)C(=O)/C(=C\c1ccc(Cl)cc1)c1ccc2ccccc2n1` gave S1P4 agonist -0.2, Ba/F3 V617F tox 1.7, NPY-Y2 PAM-ag 0.2, Wee1 stabilizer -0.5, BaF3 tox 4.1, eIF4E-4G inh -3.3, PERK inh 1.2, Mdm2 ligase inh -8.4 and S1P4 antagonist -10.7.
COC(=O)c1cn[nH]c1N was read as S1P4 agonist 0.1, Ba/F3 V617F tox -4.2, NPY-Y2 PAM-ag 8.1, Wee1 stabilizer 1.4, BaF3 tox 3.0, eIF4E-4G inh -7.4, PERK inh 0.4, Mdm2 ligase inh 7.3 and S1P4 antagonist -4.3.
`Cc1cnc(C(=O)Nc2ccc(N3CCN(C(=O)OC(C)(C)C)CC3)cc2)cn1` gave S1P4 agonist 1.1, Ba/F3 V617F tox 0.0, NPY-Y2 PAM-ag 13.6, Wee1 stabilizer 0.8, BaF3 tox 7.5, eIF4E-4G inh -4.2, PERK inh 1.8, Mdm2 ligase inh -6.0 and S1P4 antagonist -4.6.
`CCN(CC)S(=O)(=O)c1ccc(C)c(NC(=S)Nc2cccc(S(=O)(=O)N3CCCCCC3)c2)c1` gave S1P4 agonist -0.7, Ba/F3 V617F tox 1.3, NPY-Y2 PAM-ag 9.4, Wee1 stabilizer -2.1, BaF3 tox 1.4, eIF4E-4G inh -1.2, PERK inh 0.7, Mdm2 ligase inh -26.4 and S1P4 antagonist -11.2.

By substructure: the entries above containing a cyano group
COC(=O)Cn1cc(/C=N/NC(=O)c2ccc(C#N)cc2F)c2ccccc21 was read as S1P4 agonist -2.6, Ba/F3 V617F tox -4.1, NPY-Y2 PAM-ag 0.5, Wee1 stabilizer -1.7, BaF3 tox 2.2, eIF4E-4G inh -1.4, PERK inh 0.1, Mdm2 ligase inh 5.7 and S1P4 antagonist -15.8.
Screening N#Cc1c(NC(=S)NC(=O)c2ccccc2)sc2c1CCN(CCc1ccccc1)C2 returned S1P4 agonist 2.7, Ba/F3 V617F tox 4.0, NPY-Y2 PAM-ag 1.2, Wee1 stabilizer -0.7, BaF3 tox 7.7, eIF4E-4G inh -9.7, PERK inh -0.3, Mdm2 ligase inh -2.0 and S1P4 antagonist -6.5.
